Compound activity from PubChem BioAssay.
AID2073 – inhibitors of Mint1-CaV2.2 protein interaction, biochemical, HTRF (AID 2073). HTRF protein-protein interaction, Mint1-CaV2.2; higher % means a stronger effect. one-dose inhibition, % at 20 µM; IC50 in µM for titrated hits. actives 0.19% (n = 290,000); in the data active = inhibition mostly above about 51%, no sharp cut-off; inconclusive = no clear call, values can overlap the other calls; inactive = mostly below about 53%; also: some results filed as inactive read as strong as hits
P. falciparum M17LAP – P. falciparum M17LAP inhibitors, primary screen, biochemical, fluorogenic H-Leu-NHMec substrate, 1536-well (AID 1619); inhibition, % at 30 µM, or IC50 in µM where a hit was titrated; actives 0.38% (n = 220,000); recombinant M17LAP, H-Leu-NHMec fluorogenic kinetic assay; higher % means a stronger effect;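 active = compound inhibiting the enzyme by more than half at any dose during confirmatory dose-response retesting; inconclusive = strong single-dose inhibitors picked by rank but not retested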;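 also: plate controls were full reaction with DMSO carrier for no effect and no enzyme background for full effect; strong numbers were not always called active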
Dynein cargo inh – dynein cargo transport inhibition. 3617.4 mouse cells, GR-EGFP nuclear translocation imaging; test concentration mostly 20 µM; stimulated with dexamethasone, 1 µM; active compounds read low. actives 0.47% (n = 220,000). z-score, hits read low;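 active = plate z-score of nuclear minus cytoplasmic receptor signal below a set negative limit, without overly bright fluorescence or cell loss, cut at about -3.5 in these data, passing the limit was not always enough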;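 also: z-score of nuclear minus cytoplasmic ring GR-EGFP intensity difference per well; some compounds called inactive have numbers as strong as hits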
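Also added: dexamethasone, 1.0 µM final. Medium: tet-free, stripped-serum medium. Detection: fixed, Hoechst-stained cells imaged at 10x for EGFP. Read-out: nuclear-to-cytoplasmic GR-EGFP distribution per well. Times: induction 48 h, compound 1 h, agonist 30 min.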
GPR55 beta-arrestin – selective activators of receptor GPR55 – imaging, U2OS cells, beta-arrestin-GFP redistribution, primary screen (AID 1961); U2OS GPR55 beta-arrestin-GFP redistribution imaging; higher % means a stronger effect; one-dose activation, % at 10 µM; EC50 in µM for titrated hits; actives 0.048% (n = 290,000);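 active = activation above 40% with more than 50 cells counted in the well; inconclusive = wells holding fewer than 50 cells, flagged as toxic or sparse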;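 also: U2OS osteosarcoma cells stably expressing GPR55 and beta-arrestin-GFP; plate controls were DMSO negative control for no effect and LPI positive control for full effect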
KOR beta-arrestin-1 – kappa opioid receptor activators – cell-based, luminescence, uHTS, primary screen (AID 1777) | one-dose activation, % at 10 µM; EC50 in µM for titrated hits | actives 0.02% (n = 280,000) | KOR beta-arrestin recruitment, luminescence; higher % means a stronger effect; in the data active = activation above about 50%, passing the limit was not always enough; also: a part of the inactive calls stands beside numbers as strong as those of hits
NOD2 inhibition – NOD2 signaling inhibitors, cell-based, luminescence, uHTS, HEK293 (AID 1566) | HEK293 NOD2/NF-kB luciferase reporter, luminescence; higher % means a stronger effect | inhibition, % at 4 µM; hits with a dose series show EC50 in µM | actives 0.63% (n = 290,000); also: many of its hits are not listed in these tables
NOD1 inhibition – NOD1 signaling inhibitors, primary screen, cell-based, luminescence, uHTS (AID 1578); NOD1-driven NF-kB luciferase reporter cells, luminescence; higher % means a stronger effect; inhibition, % at 4 µM; hits with a dose series show EC50 in µM; actives 1% (n = 290,000); in the data active = inhibition mostly above about 36%, no sharp cut-off; inactive = mostly below about 34%;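 also: HEK-293T reporter cells stimulated with the NOD1 agonist gamma-tri-DAP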
KOR beta-arrestin-2 – kappa opioid receptor blockers – cell-based, luminescence, uHTS (AID 1778) | one-dose inhibition, % at 10 µM; IC50 in µM for titrated hits | KOR beta-arrestin recruitment, luminescence, antagonist mode; higher % means a stronger effect | actives 0.091% (n = 290,000); also: strong numbers were not always called active
M1AAP inhibition – malaria alanyl aminopeptidase activity blockers – biochemical, fluorogenic H-Leu-NHMec substrate, 1536-well (AID 1445) | recombinant M1AAP, H-Leu-NHMec fluorogenic kinetic assay; higher % means a stronger effect | inhibition, % at 30 µM; hits with a dose series show IC50 in µM | actives 0.42% (n = 220,000);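 active = primary inhibition above the hit cutoff, then over 50% inhibition at one or more dose response concentrations, cut at about 23% in these data, passing the limit was not always enough; inconclusive = conflicting primary data, or primary hits not chosen for dose response; inactive = low primary inhibition, or under 50% at every dose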;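 also: plate controls were DMSO full reaction for no effect and no enzyme background for full effect; strong numbers were not always called active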
Dynein cargo inh cytoplasmic EGFP – recorded beside Dynein cargo inh, whose call it bears; z-score; measured here: cytoplasmic GR-EGFP intensity; active compounds read high
Dynein cargo inh nuclear GR-EGFP – second read-out of Dynein cargo inh, no call of its own (marks repeat the call); z-score; measured here: nuclear GR-EGFP intensity;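 lower value marks the stronger effect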
Dynein cargo inh cell count – recorded beside Dynein cargo inh, whose call it bears; z-score; measured here: cell count per field
An asterisk follows results filed as active; ? = inconclusive; · = not tested or not shown; [ ] = dose if it differs, or a comment. Rule as the data show it, unless noted: active = inhibition above about 50%; inactive = the rest. An excerpt (hit frequency here may not be typical).

SMILES	AID2073	P. falciparum M17LAP	Dynein cargo inh	Dynein cargo inh cytoplasmic EGFP	Dynein cargo inh nuclear GR-EGFP	Dynein cargo inh cell count	GPR55 beta-arrestin	KOR beta-arrestin-1	NOD2 inhibition	NOD1 inhibition	KOR beta-arrestin-2	M1AAP inhibition
O=C(O)CNC(=O)c1cccc(C(F)(F)F)c1	1%	-7%	-0.17	-0.29	0.28	0.62	0.1%	-0.9%	6%	-42%	16%	-6%
COc1ccc(CC(=O)NNC(=O)c2nn(Cc3ccccc3)c(=O)c3ccccc23)cc1OC	-14%	-3%	-0.4	-0.26	-0.43	0.91	-0.2%	-0.7%	26%	11%	8%	-4%
CCOCCCNC(=O)CCc1nnc2n(CCC(C)C)c(=O)c3ccccc3n12	0%	·	·	·	·	·	0.0%	1.1%	12%	-22%	-3%	·
O=C(OCc1cc(=O)n2c(n1)sc1ccccc12)c1cccc(O)c1	19%	-13%	-0.66	-0.31	-0.59	0.45	-0.2%	4.2%	10%	-19%	-12%	-2%
CCOc1ccccc1OCCCNCc1ccco1	-18%	6%	-0.47	-0.3	-0.66	1.2	0.5%	-1.5%	-7%	-23%	·	-2%
O=C(NC1CCCC1)C(c1ccccn1)N(C(=O)c1csnn1)c1ccccc1Cl (centres undefined)	4%	·	·	·	·	·	0.2%	4.9%	0%	-3%	-10%	·
COc1ccc(NC(=O)CC2C(=O)NCCN2C(=O)c2ccc(Cl)cc2)cc1 (centres undefined)	6%	-4%	0.68	-0.22	0.042	-0.7	0.0%	1.3%	8%	-13%	-11%	-3%
CCOC(=O)N1CCN(Cc2nc(N)nc(Nc3ccccc3C)n2)CC1	-2%	0%	0.99	-0.13	1.2	-0.62	0.5%	-0.8%	9%	11%	-22%	0%
COc1ccc(N(C(=O)Cc2cccs2)C(C(=O)NC2CCCC2)c2ccncc2)cc1 (centres undefined)	13%	·	·	·	·	·	0.6%	0.4%	13%	32%	26%	·
OC1C2(Cc3ccccc3)CN3CCN(C2)CC1(Cc1ccccc1)C3 (centres undefined)	-4%	0%	0.77	-0.17	0.52	-0.87	-0.1%	-2.3%	30%	-12%	9%	6%
CCOC(=O)c1c(N2C(=O)C3C4C=CC(C4)C3C2=O)sc2c1CCC(C)C2 (centres undefined)	6%	3%	0.9	-0.1	0.29	-1.1	-0.1%	-2.7%	32%	11%	14%	4%
N#CC1=C(N)SC(N)=C(C#N)C1CCc1ccccc1	-6%	2%	0.11	1.7	0.64	-0.02	-0.1%	-1.6%	28%	18%	10%	9%
CC(C)(CN1CCCC1)NC(=O)C1CCC(=O)N(CCCN2CCOCC2)C1 (centres undefined)	-4%	·	·	·	·	·	-0.2%	-4.3%	12%	-15%	1%	·
O=C(CCCOc1ccc(Cl)cc1Cl)NNC(=O)c1ccc(NC(=O)c2ccccc2)cc1	29%	-1%	-0.27	-0.23	-0.12	0.47	0.2%	-3.7%	0%	-38%	0%	8%
CC1CCCN(C(c2ccccc2)c2sc3ncnn3c2O)C1 (centres undefined)	-4%	9%	-0.93	-0.044	-0.22	0.47	0.4%	2.7%	12%	-11%	-7%	11%
CCOc1ccc(-c2ncncc2-c2ccccc2OC)c(O)c1	11%	·	·	·	·	·	0.0%	-2.5%	29%	4%	-13%	·
COc1ccc(NC(=O)CC2COc3ccccc3O2)c(OC)c1 (centres undefined)	-7%	7.2µM*	-0.33	-0.12	-0.98	0.34	0.4%	-1.4%	17%	5%	10%	-2%
COc1cccc(C(=O)CSc2nnc(CNS(C)(=O)=O)n2-c2ccc(C)cc2)c1	-32%	9%	1.9	-0.16	0.88	-1.2	0.6%	10%	-4%	-7%	9%	3%
O=C(CSCCO)N1CCc2ccccc21	-2%	3%	2.1	-0.13	1.1	-1.7	0.1%	-2.7%	-7%	-38%	36%	15%
COc1ccc(N2CCN(C(=O)CCSCc3ccccc3F)CC2)cc1	-14%	-6%	2	-0.11	1.1	-1.3	0.4%	-3.5%	-12%	-16%	5%	1%
Cn1nc(OC(=O)Nc2ccc(F)cc2)cc1C(F)(F)F	-4%	16%	0.8	-0.2	0.28	-0.73	-0.1%	3.5%	0%	-4%	-10%	-3%
O=C(NCCNC(=O)c1ccccc1Cl)c1ccco1	10%	·	·	·	·	·	-0.1%	-1.7%	-8%	-28%	-5%	·
Cc1ccc(C(=O)NNC(=O)c2ccc(NC(=O)C(C)(C)C)cc2)cc1	1%	·	·	·	·	·	-0.4%	-6.1%	8%	-24%	-26%[20 µM]	·
O=C(NC1CCCCCC1)c1cccs1	-1%	5%	-0.65	-0.21	-0.41	0.39	-0.1%	3.3%	-27%	13%	-22%	-1%
COC(=O)C1CN(C(=O)C(C)Oc2ccccc2Cl)c2ccccc2O1 (centres undefined)	-9%	·	·	·	·	·	0.0%	2.7%	7%	-10%	13%	·
COc1ccccc1Cn1c(=S)[nH]c2cc(C(=O)N3CCC(C(N)=O)CC3)ccc2c1=O	-37%	·	·	·	·	·	-0.1%	0.4%	15%	20%	-9%	·
CCOC(=O)C(NC(C)=O)C(=O)O (centres undefined)	-6%	0%	-0.89	-0.24	-0.73	0.49	-0.1%	1.7%	2%	1%	-17%	1%
CCOC(=O)C1=C(O)C(=O)N(Cc2cccnc2)C1c1ccc(C)cc1 (centres undefined)	3%	21%	-0.47	-0.32	-0.26	0.68	-0.1%	-1.9%	0%	-26%	-13%[20 µM]	4%
Cc1ccc(OC(C)C(=O)Nc2ccc(S(=O)(=O)Nc3cc(C)on3)cc2)cc1 (centres undefined)	0%	-8%	-0.58	-0.1	-0.46	0.016	-0.1%	3.6%	10%	-6%	11%	-2%
CCN(c1cccc(C)c1)S(=O)(=O)c1ccc(-n2cccn2)cc1	4%	·	·	·	·	·	-0.1%	-1.7%	-1%	26%	0%	·
COc1ccc(N(C2=NCCCS2)S(=O)(=O)c2ccc(C(C)(C)C)cc2)cc1	16%	-1%	-0.84	-0.26	-0.29	0.8	1.4%	-1.6%	1%	-19%	-116%	-3%
COc1cc([N+](=O)[O-])ccc1NC(=O)NCc1ccccn1	1%	·	·	·	·	·	-0.2%	1.0%	2%	28%	8%	·
CC(=O)C1=C(C)NC(=O)NC1c1cccs1 (centres undefined)	3%	-14%	-0.61	-0.18	-0.019	0.72	-0.1%	-6.0%	-15%	-6%	18%	11%
Cc1cccc(NC(=O)CN2C(=O)N/C(=C/c3cc(C)n(C)c3C)C2=O)c1	41%	18%	-0.19	-0.19	-0.33	0.65	-0.5%	1.3%	9%	-39%	-33%	13%
Cc1ccc(N(C(C)C(=O)N2CCOCC2)S(C)(=O)=O)cc1C (centres undefined)	9%	-12%	-0.94	-0.36	-0.13	0.46	-0.1%	-1.1%	7%	-20%	-25%[20 µM]	7%
COc1cc(C=O)ccc1OCC(=O)N1CCOCC1	13%	10%	0.18	0.26	0.33	0.19	0.0%	4.0%	-2%	2%	-12%	2%
Cc1ccc(NS(=O)(=O)c2cccc(C(=O)NCC(c3ccco3)N3CCCCC3)c2)cc1 (centres undefined)	1%	·	·	·	·	·	-0.2%	10%	-10%	-22%	-38%	·
COc1cccc(C(=O)Nc2ccncc2)c1	12%	-1%	-0.42	-0.29	-0.16	1.6	-0.1%	0.1%	11%	-23%	-12%[20 µM]	-1%
CCCCNC(=O)CC1N=C2c3ccccc3N=C(SCC(=O)Nc3ccccc3OC)N2C1=O (centres undefined)	0%	38%	-1	-0.28	-0.2	1.1	-0.1%	3.2%	4%	-16%	-17%	8%
Cc1cc(-c2ccco2)n(CC(=O)O)n1	49%	-4%	-0.21	-0.31	0.48	0.25	-0.1%	0.6%	14%	23%	-68%	-2%
Nc1ncn(CC(=O)c2ccccc2)n1	-3%	1%	0.066	-0.29	0.23	0.14	0.2%	-1.7%	0%	-26%	-36%[20 µM]	1%
O=C(O)c1cccc(COc2ccccc2Cl)c1	-3%	18%	·	·	·	·	-0.1%	-1.9%	-204%	97%	-18%	1%
CCC(C)NC(=O)C1(C)CCC(=O)N1CCc1ccc(OC)c(OC)c1 (centres undefined)	-8%	-6%	-0.27	-0.23	-0.8	0.12	-0.1%	-3.0%	13%	-6%	25%	1%
O=C(NCC(=O)N1CCC(N2CCCCC2)CC1)C1CCCCC1	-4%	-6%	-0.38	0.26	0.041	-0.35	-0.3%	-4.8%	12%	7%	2%	-4%
CC1CN(C2CCCCC2)c2nc3c(c(=O)[nH]c(=O)n3C)n2C1 (centres undefined)	-2%	1%	0.38	-0.13	0.48	-0.59	-0.1%	-1.6%	13%	-13%	9%	?
O=C(CN1CCc2ccccc21)NC(=O)NC1CCCCC1	-12%	1%	-0.34	-0.25	0.66	-0.3	0.0%	5.8%	9%	2%	-1%	1%
COc1ccccc1NC(=O)Cn1nnc(C(=O)Nc2ccccc2)c1N	2%	6%	-0.21	-0.28	-0.014	0.14	0.2%	-3.4%	-22%	-25%	-54%	-3%
OCc1cn(-c2ccccc2)nc1-c1cccnc1	14%	-8%	0.09	-0.0059	0.0014	-0.39	0.0%	-4.4%	3%	-19%	21%	0%
COc1ccc(C(=O)OCC(=O)NCc2ccco2)cc1OC	26%	19%	2.1	0.056	1.9	-2.2	0.1%	-3.0%	2%	-6%	22%	8%

Reformatted: two of the compounds above.
SMILES | AID2073 | P. falciparum M17LAP | Dynein cargo inh | Dynein cargo inh cytoplasmic EGFP | Dynein cargo inh nuclear GR-EGFP | Dynein cargo inh cell count | GPR55 beta-arrestin | KOR beta-arrestin-1 | NOD2 inhibition | NOD1 inhibition | KOR beta-arrestin-2 | M1AAP inhibition
O=C(CN1CCc2ccccc21)NC(=O)NC1CCCCC1 | -12% | 1% | -0.34 | -0.25 | 0.66 | -0.3 | 0.0% | 5.8% | 9% | 2% | -1% | 1%
COc1ccccc1NC(=O)Cn1nnc(C(=O)Nc2ccccc2)c1N | 2% | 6% | -0.21 | -0.28 | -0.014 | 0.14 | 0.2% | -3.4% | -22% | -25% | -54% | -3%
